ALOX12 inh: Primary qHTS assay for inhibitors of human arachidonate 12S-lipoxygenase (ALOX12): Round 2. purified 12hLO, xylenol orange hydroperoxide absorbance. Potency, µM (series often up to 108 µM), without a hit: top-dose activity change, negative = inhibition, usual class: inhibitors. 580,000 tested, 1.1% active. AID 1671190, 2021; active = well fitted inhibition curve with a large enough effect; inconclusive = small, poorly fitted or top-dose-only effect, or another doubt; inactive = no such curve, though single readings can be large or run the other way; note: potency is the fitted concentration of half-maximal effect
Target sequence (P18054 whole entry, looked up): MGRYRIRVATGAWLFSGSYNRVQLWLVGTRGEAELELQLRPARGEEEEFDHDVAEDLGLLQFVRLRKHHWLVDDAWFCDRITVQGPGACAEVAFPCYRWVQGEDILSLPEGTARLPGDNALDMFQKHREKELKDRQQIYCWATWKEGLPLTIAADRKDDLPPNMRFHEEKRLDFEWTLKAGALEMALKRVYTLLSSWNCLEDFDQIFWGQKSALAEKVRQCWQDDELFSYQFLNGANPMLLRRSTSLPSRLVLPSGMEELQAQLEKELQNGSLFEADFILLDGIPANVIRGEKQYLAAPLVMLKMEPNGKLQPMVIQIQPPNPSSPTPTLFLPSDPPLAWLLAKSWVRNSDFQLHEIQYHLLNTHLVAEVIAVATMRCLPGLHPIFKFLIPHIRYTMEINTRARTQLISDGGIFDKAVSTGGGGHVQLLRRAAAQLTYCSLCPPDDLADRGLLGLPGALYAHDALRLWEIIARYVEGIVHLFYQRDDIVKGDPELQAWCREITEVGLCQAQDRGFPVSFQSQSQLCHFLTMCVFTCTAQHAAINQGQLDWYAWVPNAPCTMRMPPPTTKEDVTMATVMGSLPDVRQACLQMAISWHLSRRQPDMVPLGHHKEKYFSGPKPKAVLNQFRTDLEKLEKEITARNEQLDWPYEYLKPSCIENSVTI
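Hydroperoxide product was detected by ferrous iron/xylenol orange as the 573 to 405 nm absorbance ratio. Arachidonic acid at 40 uM (final) was turned over for 30 min at room temperature by 150 nM human 12hLO, pH 7.0 Hepes buffer, after 15 min compound preincubation.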
LDHA inh: qHTS assay for inhibitors of human lactate dehydrogenase | L-lactate dehydrogenase A chain (Homo sapiens), P00338 | purified LDHA, NADH/diaphorase-resazurin fluorescence; active compounds read low | activity change, % (values are at about 110 or 230 µM) | 480,000 tested, 0.15% active; in the data active = activity change below about -30%; inconclusive = mostly about -25% to -30%;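 note: plate controls were DMSO wells for no effect and wells without enzyme for full effect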
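Resorufin fluorescence (ex540/em590), read at 0 and 20 min after diaphorase/resazurin addition, reports the NADH left after a 5 min room-temperature reaction of 2 nM human LDH5 with 0.06 mM NADH and 0.2 mM pyruvate.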
The depositor's hits bear a star; u = inconclusive; & = joins results of further samples; [ ] = remark or other dose. Unless noted, % is set by controls: 0 for no effect and ±100 for the full control effect. An excerpt; the hit share may differ from the screen's.

SMILES	ALOX12 inh	LDHA inh
CCN(CC)Cc1ccccc1CNC(=O)c1c(C)[nH]c2ccccc12	-2%	18
COc1cc(C2C3=C(CCCC3=O)Nc3c(C#N)cnn32)cc(OC)c1O (stereo unspecified)	u	46
CC(NC(=O)C(=O)Nc1cc(Cl)ccc1Cl)c1ccccc1 (stereo unspecified)	-2%	-3
COC(=O)C1CCN(Cc2cc(=O)oc3cc(-c4ccccc4)c(O)cc23)CC1	-28%	-9
O=C(CCC1CCCCC1)NCc1ccc(Cl)cc1	-19%	7
Cc1csc(NC(=O)c2ccc(Oc3cccc(Br)c3)nc2)n1	u	4
CC(C)CCNC(=O)C1(C)CCC(=O)N1Cc1ccccc1Cl (stereo unspecified)	-3%	-6
COc1cc(OC)cc(C(=O)NC(C)(C)CC(C)(C)C)c1	-14%	0
CCNS(=O)(=O)c1cccc(C(=O)Nc2cccc3ncccc23)c1	30%	6
O=C(CCC(=O)c1ccc(F)cc1)OCc1ccc([N+](=O)[O-])cc1	-1%	-1
COCCCNC(=O)Cc1nn(C)c(=O)c2ccccc12	17%	4
Cc1oc2ncnc(N3CCOCC3)c2c1C(=O)NCC1CCN(CCc2ccc(F)cc2)CC1	u	5
COc1ccc(CN2CCN(C(=O)Nc3ccc(C)cc3)CC2)c(OC)c1OC	-38%	-7
CC(Cc1c[nH]c2ccccc12)C(=O)N(C)Cc1ccccc1 (stereo unspecified)	-52%	-1
CCCCN1C(=O)C(CC(=O)NCCN2CCOCC2)CC(C(=O)N2CCCCCC2)=C1C (stereo unspecified)	8%	-4
O=c1cc(CN2CCN(c3ncccn3)CC2)nc2sc(C3CCCCC3)nn12	-7%	2
CC(C)C[C@H]1CN([C@@H](Cc2ccc(O)cc2)CN2CCCC2CN2C(=S)NC[C@@H]2Cc2ccccc2)C(=S)N1CC1CCCCC1 (stereo partly specified)	u	-4
COc1ccccc1-n1c2c(cc(C#N)c1=O)C(=O)CC(C)(C)C2	0%	2
Cc1ccc(-c2nc(CC(=O)NCc3ccc(F)c(C)c3)cs2)o1	-40%	7
O=C(Cc1ccc(-c2csc(Nc3ccc(F)cc3)n2)s1)N1CCOCC1	32µM*	17
C/C(=N\Nc1nc(C)cc(C)n1)c1ccc([N+](=O)[O-])cc1	16%	-6
Cc1cc(C)n2c(NCc3ccccc3)c(CC(C)C)nc2n1	-55%	0
CCOc1ccc(NC(=O)Cn2c(C)cc3ccccc32)cc1	9%	1
Cc1ccc2nc(CSc3nnc(N4CCCC4)n3-c3cccc(Cl)c3)cn2c1	u	4
O=C(Nc1ccc(F)cc1)C(c1ccncc1)N1CCN(c2cccc(C(F)(F)F)n2)CC1 (stereo unspecified)	-5%	7

A different layout for part of the listing above.
Results follow in this order: ALOX12 inh | LDHA inh
O=C(CCC(=O)c1ccc(F)cc1)OCc1ccc([N+](=O)[O-])cc1
 : -1% | -1
COCCCNC(=O)Cc1nn(C)c(=O)c2ccccc12
 : 17% | 4
Cc1ccc2nc(CSc3nnc(N4CCCC4)n3-c3cccc(Cl)c3)cn2c1
 : u | 4
Cc1csc(NC(=O)c2ccc(Oc3cccc(Br)c3)nc2)n1
 : u | 4
CC(C)C[C@H]1CN([C@@H](Cc2ccc(O)cc2)CN2CCCC2CN2C(=S)NC[C@@H]2Cc2ccccc2)C(=S)N1CC1CCCCC1 (stereo partly specified)
 : u | -4
COc1cc(OC)cc(C(=O)NC(C)(C)CC(C)(C)C)c1
 : -14% | 0
Cc1cc(C)n2c(NCc3ccccc3)c(CC(C)C)nc2n1
 : -55% | 0

The list goes on:
SMILES	ALOX12 inh	LDHA inh
COc1ccc2nc(SCc3csc(NC(C)=O)n3)[nH]c2c1	1%	-4
CCN(C(=O)c1ccc(F)cc1)C1CC1	3%	1
COc1ccccc1NC(=O)CSc1nc(C)cc(C)c1C(=O)Nc1ccccc1	32%[activator]	-20
Cc1csc(SCc2cc(=O)oc3cc4c(cc23)CCC4)n1	u	9
Cc1ccc(S(=O)(=O)CC(=O)c2cccc(Br)c2)cc1	u	10
CN(CC(=O)NCc1ccco1)C(=O)c1ccc(S(=O)(=O)Nc2ccccc2)cc1	-12%	1
COc1ccc(CNC(=O)c2cnc3c(cnn3C(C)C)c2)cc1	16%	-5
COC(=O)C[C@@H]1CC[C@@H](NS(=O)(=O)c2ccccc2OC)[C@@H](CO)O1	-11%	-8
O=C(CNc1ccc(C(F)(F)F)cc1)NCc1ccc(Cl)cc1	u	-3
O=C(COC(=O)c1ccccc1OCc1ccccc1)Nc1ccc(Cl)cc1	6%	5
CCOC(=O)[C@]12CCC=C1N(Cc1ccco1)C(=O)[C@H](CC(=O)N1CCC(c3ccccc3)CC1)C2	u	-9
N=C(N)C1CC1	-13%	11
O=C(O)c1ccc2nc[nH]c2c1	1%	12
Cc1ccccc1-c1noc(COc2ccc3c(C)cc(=O)oc3c2)n1	40%	-2
CCCCCCNC(=O)C(C#N)c1nc2ccccc2nc1N1CCN(c2ccc(F)cc2)CC1 (stereo unspecified)	u	-2
c1ccc(-c2nnc(CNC3CCCCCC3)o2)cc1	-11%	17
COc1ccc(C)cc1NC(=O)Cn1nc(C(=O)O)c2ccccc2c1=O	13%	3
COC(=O)c1c(C)[nH]c(C(=O)CSc2cc(F)ccc2F)c1C	42%[activator]	0
CC1(C(=O)Nc2ccc3c(c2)OCCO3)CSCC(=O)N1CCc1ccccc1F (stereo unspecified)	u	-2
Cc1ccc(CCNC(=O)CCc2nc(CS(=O)(=O)c3ccccc3)no2)cc1	3%	2
COc1ccccc1CNC(=O)c1sc(NCC(C)C)nc1C	-1%	-11
COc1ccc(C(=O)NCCN2CCC(n3c(=O)[nH]c4ccccc43)CC2)cc1F	u	1
Fc1cccc(OCc2cc(-c3ccccc3)on2)c1	u	1
CC(C)(C)c1ccccc1NC(=O)c1ccccc1F	-3%	-13
Cc1ccccc1C(=O)NC(NC(=O)c1ccccc1C)c1ccccc1	20%	-5
Further results
SMILES	ALOX12 inh	LDHA inh
C/C(=N\OC(=O)c1ccc(F)cc1)c1ccc(C)cc1	u	4
Fc1ccc(-c2csc(NCc3ccco3)n2)cc1F	u	-3
O=C(CC1C(=O)N(CCc2ccccc2)c2nc3ccccc3n21)Nc1ccc(F)c(F)c1 (stereo unspecified)	u	u
O=S(=O)(NCC1CN(Cc2ccccc2)CCO1)c1cccc(F)c1 (stereo unspecified)	20%	u
COc1ccc(Br)cc1/C=C1\Cc2ccccc2C1=O	1%	0
O=C(Nc1ccccc1)c1sc(NC2CCCCC2)nc1-c1ccc([N+](=O)[O-])cc1	u	1
COc1ccccc1N1CCN(C(=O)CSc2nccn3nc(-c4ccccc4)cc23)CC1	9%	1
CC(Sc1ccc(Cl)cc1)C(=O)OCc1nc(N)nc(Nc2ccccc2)n1 (stereo unspecified)	u	2
Cc1cccc(OCC(O)CN(Cc2ccccc2)Cc2ccccc2)c1 (stereo unspecified)	u	3
Cc1ccccc1C(=O)N1CCCC(c2nc3ccccc3[nH]2)C1 (stereo unspecified)	u	-3
Cc1ccc(N(C)S(=O)(=O)c2cc3c(cc2Cl)Oc2ccc(C)cc2NC3=O)cc1	-7%	5
CN(Cc1ccc(Br)cc1)C(=O)c1ccc(NS(C)(=O)=O)cc1	-2%	-2
CCc1nnc(NC(=O)c2cc(-c3ccccc3)nc3ccccc23)s1	9%	0
CCCOc1ccc(/C(O)=C2\C(=O)C(=O)N(c3cc(C)on3)C2c2ccc(O)c(OCC)c2)cc1 (stereo unspecified)	0%	-9
CC(Cc1ccco1)NC(=O)CCC1CCCO1 (stereo unspecified)	u	2
Cc1ccc2nc(-c3ccccc3)c(Cc3ccsc3)n2c1	-5%	4
CC(C)c1nc2cc(NC(=O)c3ccc(=O)[nH]n3)ccc2o1	27%	5
Cn1c(=O)n(C)c2cc(SCc3ccco3)c(NC(=O)c3ccc(C(C)(C)C)cc3)cc21	8.9µM*	-6
CCOc1ccc(N2CC(C(=O)N(C)CC(=O)NCc3ccco3)CC2=O)cc1 (stereo unspecified)	-30%	13
CC(C)CNCc1ccc(C(=O)O)cc1	u	3
CC1(C)NC(=O)N(CCC(=O)Nc2cccc3cccnc23)C1=O	u	8
Cc1cccc(NC(=O)CC(C)(C)CC(=O)O)c1C	10%	5
CCCCCCn1c(NC)nc2c1c(=O)n(C)c(=O)n2C	u	-3
CCc1ccccc1NC(=O)CN(C)C(=O)COc1ccc2oc3c(c2c1)CCCC3	9%	-11
O=C(Nc1cc(Cl)cc(Cl)c1)c1cnn2c(C(F)F)cc(C3CC3)nc12	24%	-1
More results
SMILES	ALOX12 inh	LDHA inh
Cc1cc(C(C#N)c2ccc(Cl)cc2)c(Cl)cc1NC(=O)CC(C)(C)C (stereo unspecified)	-24%	-6
Cn1c(=O)c2c(ncn2CCC(=O)Nc2ccc(Cl)cc2F)n(C)c1=O	4%	16
CC(=O)c1ccc(NC(=O)C(C)SC2CCCC2)cc1 (stereo unspecified)	8%	0
CCCCOc1ccc(C(=O)OCC(=O)c2ccc(Cl)cc2Cl)cc1	-27%	6
CCOC(=O)c1[nH]c(C)c(C(=O)OC(C)C(C)=O)c1C (stereo unspecified)	10%	1
Cc1ccc2nc(C)cc(C(=O)NCCCOC(C)C)c2c1	6%	-15
CC(C)N(C)CC1CCN(C(=O)Nc2cccc(Cl)c2)CC1	2%	9
CNCc1cccc(OC)c1OCc1ccc(Cl)cc1	35%	9
O=C(O)c1cc(NCc2cccc(OCc3ccccc3)c2)ccc1N1CCOCC1	-12%&13%	11&2
Cc1ccc(C)c(S(=O)(=O)N2CCN(C(C(=O)NC3CC3)c3ccccc3)CC2)c1 (stereo unspecified)	-3%	-2
Cn1nc(C(=O)Nc2cc(C(F)(F)F)cc(C(F)(F)F)c2)c2ccccc2c1=O	10%	0
O=C1CSC2(C(=O)Nc3ccccc32)N1c1cccc(Cl)c1 (stereo unspecified)	0%	5
Nc1nc(CN2CCN(c3cccc(C(F)(F)F)c3)CC2)nc(N2CCCc3ccccc32)n1	-13%	-1
CCOC(=O)COc1ccc2c(=O)c(Oc3ccc(C(=O)OC)cc3)c(C(F)(F)F)oc2c1	14%	0
Brc1ccc(-c2noc(Cc3ccccc3)n2)cc1	-2%	2
COc1ccccc1-n1cnc2sc3c(c2c1=O)CCCC3	-9%	0
O=C(Nc1ccc(Cl)c(-c2nc3ncccc3o2)c1)c1ccco1	33%[activator]	-3
Cc1ccc(CNC(=O)c2csc(Nc3ccccc3C)n2)cc1	-18%	5
CCCCc1nc(NCc2ccncc2)c(C#N)c2c1CCCC2	32%	-1
CCC/C(=N\NC(N)=S)c1ccccc1	u	-6
CCc1noc(CSc2nc(-c3ccco3)nc3ccccc23)n1	-18%	14
CCOc1ccc(-c2[nH]nc3c2C(c2c(F)cccc2Cl)C(C#N)=C(N)O3)cc1OC (stereo unspecified)	-9%	-9
Cc1nc2cc(NC(=O)COc3ccc(C#N)cc3)ccc2o1	-23%	-4
COc1cccc(Nc2nc(NCC(C)C)nc3c2cnn3-c2ccccc2)c1	-10%	5
COC(=O)c1ccccc1C(=O)OCC(=O)c1ccccc1	10%	-9
The list goes on:
SMILES	ALOX12 inh	LDHA inh
O=C(CCC1CCCO1)NCC1CCCO1 (stereo unspecified)	-11%	-14
O=C(NCCN1CCC(n2c(=O)[nH]c3ccccc32)CC1)c1ccccc1	-57%	-5
COc1ccc(C23CC4CC(C2)CC(c2ccc(OC)c(C(=O)NC(C)C)c2)(C4)C3)cc1C(=O)NC(C)C	19%	3
C[C@H](c1ccccc1)N1C[C@@H](COCc2ccccc2)Oc2cc(N3CC[C@H](N(C)C)C3)ccc2S1(=O)=O	3%	-4
COc1ccccc1CN(Cc1cccs1)C(=O)Cc1n[nH]c(=O)c2ccccc12	u	-4
CCC(C)C(=O)OCc1cc(=O)oc2cc(O)ccc12 (stereo unspecified)	-25%	6
CCOC(=O)[C@]12CCCC=C1N(Cc1ccc3c(c1)OCO3)C(=O)[C@H](CC(=O)NCCC(C)C)C2	-6%	4
Cc1ccc(-c2nc3nc(CN4CCCC4)cc(=O)n3[nH]2)cc1	-6%	3
CCCCCCCc1ccc(-c2nnc(-c3ccccc3Br)o2)cc1	15%	0
CCOc1ccc(S(=O)(=O)N(C)CC(=O)N2CCOCC2)cc1	11%	-9
Cc1ccc(Cl)c(OC(=O)c2nn(C)c(=O)c3ccccc23)c1	3%	-3
COc1ccc(-c2[nH]nc3c2C(c2cccc(OC)c2)CC(=O)O3)cc1 (stereo unspecified)	u	3
COc1ccc2c(C)c(CC(=O)NCc3ccc(C)cc3)c(=O)oc2c1	1%	0
CC(C)(C)NC(=O)C(c1ccccc1)n1c(-c2ccc(-c3ccccc3)cc2)nc2ccccc21 (stereo unspecified)	-9%	3

5 entries from above, sorted by their value in ALOX12 inh, ascending.
SMILES	ALOX12 inh	LDHA inh
O=C(NCCN1CCC(n2c(=O)[nH]c3ccccc32)CC1)c1ccccc1	-57%	-5
CCC(C)C(=O)OCc1cc(=O)oc2cc(O)ccc12 (stereo unspecified)	-25%	6
CCOC(=O)[C@]12CCCC=C1N(Cc1ccc3c(c1)OCO3)C(=O)[C@H](CC(=O)NCCC(C)C)C2	-6%	4
C[C@H](c1ccccc1)N1C[C@@H](COCc2ccccc2)Oc2cc(N3CC[C@H](N(C)C)C3)ccc2S1(=O)=O	3%	-4
CCOc1ccc(S(=O)(=O)N(C)CC(=O)N2CCOCC2)cc1	11%	-9
